Screening data (PubChem)
MKP-3 inhibition – inhibition of rat DUSP6 enzyme activity – biochemical, in vitro, primary screen (AID 425) | inhibition, % at 20 µM; hits with a dose series show IC50 in µM | recombinant MKP-3 phosphatase activity, fluorescence; higher % means a stronger effect | 0.17% of 110,000 active; in the data active = inhibition above about 50%;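 also: plate controls were vehicle for no effect and reference inhibitor for full effect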
Hsp70 inhibitors – small molecules displacing fluorescent ligand from Hsp70 – biochemical, fluorescence polarization, primary screen (AID 583); Hsp70 fluorescence polarization probe displacement, mP; higher % means a stronger effect; displacement, % at 20 µM, or IC50 in µM where a hit was titrated; 0.06% of 140,000 active; in the data active = displacement above about 50%;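 also: plate controls were vehicle for no effect and reference ligand for full effect; a part of the inactive calls stands beside numbers as strong as those of hits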
The depositor's hits bear a star; nt = not tested or not shown; & = joins results of further samples. These rows are one share of the data, so the mix of outcomes need not match the whole.

SMILES	MKP-3 inhibition	Hsp70 inhibitors
CN(C(=O)COc1ccccc1)c1nnc(-c2cccnc2)s1	3%	4.8%
Cc1ccc(C(=O)Nc2ccc(C(N)=O)cc2)cc1C	4%	-2.1%
COCCNC(=O)C(=O)Nc1cc(OC)ccc1OC	0%	3.9%
CCc1c(C)[nH]c(=S)c(C#N)c1C	1%	1.0%
Cc1c2cnn(-c3ccccc3)c(=O)c2c(C)n1CCCC(=O)N1CCN(c2ncccn2)CC1	1%	6.1%
Cc1c(NC(=O)C(C)NCC2CCCO2)c(=O)n(-c2ccccc2)n1C (centres undefined)	nt	2.8%
FC(F)(F)c1cccc(-c2nnc3ccc4ccccc4n23)c1	4%	3.2%
CCCCOc1ccc(-c2ncc(C(=O)OCC)c(N)n2)cc1	-4%	11%
COc1cccc(C2CC(c3c(-c4ccccc4)c4cc(Cl)ccc4[nH]c3=O)=NN2S(C)(=O)=O)c1OC (centres undefined)	nt	-58%
Cc1ccc(NC(=O)CCC(=O)NCCO)cc1	5%	-0.8%&-4.2%
NS(=O)(=O)c1ccc(CCNC(=O)C2CCCCN2S(=O)(=O)c2ccccc2)cc1 (centres undefined)	-11%	-2.8%
COc1cc(F)ccc1S(=O)(=O)N1CCN(c2ccccc2)CC1	0%	-1.8%
COc1ccccc1N1CCN(/N=C2/C(=O)Nc3ccccc32)CC1	4%	-4.8%
ON1C2CCCCC2N(O)C1c1c(F)c(F)c(F)c(F)c1F (centres undefined)	-2%	6.0%
Cc1csc(NC(=O)CSc2nnc(-c3ccccn3)n2-c2ccc(C)c(C)c2)n1	-6%	0.3%
Cc1ccc(NCC(=O)N/N=C\c2cccc(O)c2)cc1	0%	-2.7%
CCOC(=O)c1ccccc1NC(=O)c1cccs1	-13%	3.9%
NC(=O)c1ccccc1N/C=C/C(=O)c1ccccc1	-3%	1.3%
O=C(Cc1cccs1)Nc1nnc(COc2ccccc2)s1	nt	-2.1%
COc1ccc(-c2noc(-c3ccco3)n2)cc1OC	-10%&3%	2.5%&-4.2%
COc1ccc(-n2ncc3c(NCCN4CCOCC4)ncnc32)cc1	nt	9.6%
CCN(CC)c1ccc(/C=C2/SC(=O)N(CNc3ccc(F)cc3)C2=O)cc1	0%	-24%
CC(C)(C)N1C(=O)c2ccccc2NC(=O)N1Cc1ccc(Br)cc1	nt	-5.3%
Cc1ccc(S(=O)(=O)Oc2cccc(/C=c3/sc4nc5ccccc5n4c3=O)c2)cc1	2%	-1.4%
CC(=O)N(c1cccc(Br)c1)C1C=CS(=O)(=O)C1 (centres undefined)	-10%	1.2%
SMILES	MKP-3 inhibition	Hsp70 inhibitors
C=CCn1c(C)cc(C(=O)COc2nncc3ccccc23)c1C	-3%	5.5%
OCC#Cc1cnc2ccccc2c1	-3%	-2.2%
O=C(CN1CCCCC1)Nc1cccc(-n2cnnn2)c1	0%	-0.3%
Cc1cccc2c1N(C(=O)CN1C(=O)CCC1=O)C(C)(C)c1ssc(=S)c1-2	3%	-2.0%
CCOc1ccc2nc(SCC(=O)C(C)(C)C)[nH]c2c1	0%	-3.2%
CCOc1ccccc1-n1c(SCC(N)=O)nnc1-c1ccc(O)cc1	4%	5.8%
COc1ccccc1NC(=O)C(=O)NCc1ccccc1	-8%	-0.5%
O=C(Nc1ccc2c(c1)OCO2)Nc1ccc(Cl)cc1Cl	nt	4.2%
COc1ccc(CCn2c(=O)[nH]c3cc(C(=O)NCCCN4CCOCC4)ccc3c2=O)cc1OC	-6%	1.4%
CN(C(=O)CSc1nc2c(c(=O)[nH]1)CCCC2)C1CCCCC1	-8%	-0.9%
O=C(c1ccc(Cl)c(S(=O)(=O)NCc2ccccc2)c1)N1CCN(c2ccccn2)CC1	nt	2.3%
Cc1nc2nc(NCc3cccs3)nn2c(C)c1Cl	nt	-0.1%
COc1ccc(S(=O)(=O)N2CCN(Cc3ccco3)CC2)cc1	3%	4.1%
O=Cc1ccc2c3c(onc13)-c1ccccc1C2=O	21%	8.2%
COc1cccc(NC(=O)C(=O)NCc2ccccn2)c1	-1%	4.1%
CC(C)NC(=O)COc1ccc(/C=N/NS(=O)(=O)c2ccccc2)cc1	-3%	0.9%
CCc1ccc(OCC(=O)Nc2ccc(-c3nc4ccccc4s3)c(O)c2)cc1	-2%	-0.4%
COc1ccccc1C(=O)N1CCN(C(=O)c2ccncc2)CC1	-12%	9.3%
O=C1N/C(=N/N=C/c2cccs2)SC1Cc1ccc(F)cc1 (centres undefined)	5%	-3.0%
COc1cccc(NS(=O)(=O)c2ccc(Br)s2)c1	-10%	1.4%
COc1ccccc1-c1nnc(SCC(=O)Nc2nc(-c3ccccc3)cs2)n1C	-7%	-3.1%
C=CCNc1nc(NC(C)(C)CO)nc(OC)n1	nt	-4.0%
Cc1cccc(NC(=O)C(=O)NCCC(C)C)c1	1%	0.4%
CCOc1ccc(C2C=C(c3ccc(C)cc3)Nc3ncnn32)cc1 (centres undefined)	-7%	13%
Cn1c(N2C(=O)CC(Cc3ccccc3)C2=O)nc2ccccc21 (centres undefined)	3%	-3.4%&4.2%

Reformatted with values ahead of the structure: entries from further up.
MKP-3 inhibition | Hsp70 inhibitors | Structure
-8% | -0.9% | CN(C(=O)CSc1nc2c(c(=O)[nH]1)CCCC2)C1CCCCC1
nt | 2.3% | O=C(c1ccc(Cl)c(S(=O)(=O)NCc2ccccc2)c1)N1CCN(c2ccccn2)CC1
nt | -0.1% | Cc1nc2nc(NCc3cccs3)nn2c(C)c1Cl
3% | 4.1% | COc1ccc(S(=O)(=O)N2CCN(Cc3ccco3)CC2)cc1
21% | 8.2% | O=Cc1ccc2c3c(onc13)-c1ccccc1C2=O
-1% | 4.1% | COc1cccc(NC(=O)C(=O)NCc2ccccn2)c1
-3% | 0.9% | CC(C)NC(=O)COc1ccc(/C=N/NS(=O)(=O)c2ccccc2)cc1

Next results
SMILES	MKP-3 inhibition	Hsp70 inhibitors
COc1ccc(CNS(=O)(=O)c2ccc(NC(C)=O)cc2)cc1	-1%	6.8%
CCNC(=O)C1CC(=O)OC12CCCCC2 (centres undefined)	nt	0.7%
O=C(NCCCn1ccnc1)C(=O)NCc1ccc(Cl)cc1	nt	1.9%
O=C(CNS(=O)(=O)c1cccc(C(F)(F)F)c1)Nc1ccccc1F	-12%	7.5%
N#Cc1ccccc1Sc1ccccc1C(=O)OCc1nnc(-c2ccccc2)o1	-10%	-1.3%
CCOC(=O)c1cnc(-n2nc(C)cc2C)nc1N1CCOCC1	-1%	5.4%
CC(=O)c1ccc(NC(=S)NC(NC(=O)c2ccc(Br)cc2)C(Cl)(Cl)Cl)cc1 (centres undefined)	0%	2.0%
CC1(C)NC(=O)N(CC(O)COc2ccc(-c3ccccc3)cc2)C1=O (centres undefined)	-2%	-1.3%
O=C(COc1ccc2cc(Br)ccc2c1Br)NCc1ccccc1	1%	6.4%
COc1ccc2occ(C(=O)c3coc4ccc(O)c(CN(C)C)c34)c2c1	-4%	-0.3%
O=c1c(-c2ccc(Cl)cc2)coc2c(CN3CCCCC3)c(O)ccc12	2%	-0.7%
COc1ccc(CCNC(=O)COc2ccc(S(=O)(=O)N3CCOCC3)cc2)cc1	-1%	5.1%
CCOc1cc(/C=C2\C(=O)N(c3cccc(C(=O)O)c3)N=C2C)cc(Br)c1O	4%	5.2%
Cc1ccc(C(=O)c2nocc2C(=O)c2cccs2)cc1	-10%	-0.7%
COc1ccccc1C(=O)O/N=C1/CCCc2c1ccc(OC)c2[N+](=O)[O-]	-2%	-4.3%&-0.9%
CCOc1cc(/C=C/c2[nH]c(=O)[nH]c(=O)c2[N+](=O)[O-])ccc1O	0%	15%
CCCC(=O)NCCc1cc2ccc(OC)cc2[nH]c1=O	nt	9.0%
O=C1N/C(=N/N=C/c2ccco2)SC1Cc1ccc(Cl)cc1Cl (centres undefined)	0%	-2.7%
COC(=O)c1sc(NC(=O)C(C)C)c(C(=O)OC)c1C	-1%	2.9%
Nc1nc(SCc2ccc(Cl)cc2Cl)n[nH]1	3%	-0.3%
O=C(/C=C/Nc1cccc(Cl)c1Cl)c1ccccc1	2%	5.1%
Brc1cccc(/C=N\N2CCN(c3ccccc3)CC2)c1	4%	-0.7%
Cc1ccc(NC(=O)c2cc(NC(=O)c3ccco3)ccc2N2CCOCC2)cc1Cl	nt	6.0%
CCC(=O)Nc1ccc(N2CCN(C(C)=O)CC2)cc1	-1%	0.1%
Brc1ccc(/C=N/N2CCN(c3ccccc3)CC2)s1	0%	0.1%

Ordered by length of the SMILES (high to low): some entries from above.
SMILES	MKP-3 inhibition	Hsp70 inhibitors
CC(=O)c1ccc(NC(=S)NC(NC(=O)c2ccc(Br)cc2)C(Cl)(Cl)Cl)cc1 (centres undefined)	0%	2.0%
COc1ccc(CNS(=O)(=O)c2ccc(NC(C)=O)cc2)cc1	-1%	6.8%
Cc1ccc(C(=O)c2nocc2C(=O)c2cccs2)cc1	-10%	-0.7%
CCC(=O)Nc1ccc(N2CCN(C(C)=O)CC2)cc1	-1%	0.1%
O=C(/C=C/Nc1cccc(Cl)c1Cl)c1ccccc1	2%	5.1%
Nc1nc(SCc2ccc(Cl)cc2Cl)n[nH]1	3%	-0.3%

The list continues:
SMILES	MKP-3 inhibition	Hsp70 inhibitors
CNCCOc1ccccc1C(C)(C)C	nt	-4.8%
COc1ccc(OC)c(NC(=O)CCCN2C(=O)C3C4C=CC(C4)C3C2=O)c1 (centres undefined)	-12%	-6.3%
CC(C)[C@H](NC(=O)Nc1ccc(Oc2ccccc2)cc1)C(=O)O	-7%	3.1%
O=C(CN1CCN(c2ccccc2)CC1)Nc1ccc(OCc2ccccc2)cc1	nt	8.0%
COCCCN1C(=O)C(=O)/C(=C(/O)c2ccc3c(c2)CC(C)O3)C1c1cccnc1 (centres undefined)	0%	-1.1%
COCCNc1nc2c(c(=O)n(Cc3ccc(OC)cc3)c(=O)n2C)n1C	-8%	0.6%
N#CCCOCc1cccc2ccccc12	2%	-0.8%
COc1ccccc1OCCNC(=O)c1ccccc1C	-15%	-0.8%
COCCNCC#CCOc1ccc(OC)cc1	-3%	-6.4%
COc1ccc(CC(=O)Nc2ccc(-c3noc(COc4ccccc4C)n3)cc2)cc1	6%	0.6%
CC(C)C(C)(C#N)NC(=O)CSc1nnc(-c2ccncc2)n1Cc1ccccc1 (centres undefined)	-7%	6.8%
CCN1C(=O)/C(=C\c2ccc(OC(=O)c3cccs3)c(OC)c2)SC1=S	-7%	1.9%
Cc1cc(NCCCN2CCOCC2)n2nc(C)c(-c3ccc(F)cc3)c2n1	-10%	nt
COc1ccc2nc(SCC(=O)NCc3ccccc3)[nH]c2c1	-3%	0.2%
CC1CCCC(C)N1NC(=O)c1ccc(Cl)c(S(N)(=O)=O)c1 (centres undefined)	nt	10%
CC(C)Oc1ccc(/C(O)=C2/C(=O)C(=O)N(CCN(C)C)C2c2ccco2)cc1 (centres undefined)	16%	6.7%
Cc1noc(NS(=O)(=O)c2ccc(NC(=O)CCC3CCCCC3)cc2)c1C	-6%	0.1%
CC1CC(C)CN(S(=O)(=O)c2ccc3c(c2)oc(=O)n3CC(=O)N2CCOCC2)C1 (centres undefined)	-6%	3.3%
CCC(C(=O)Nc1cc(C(=O)OC)ccc1C(=O)OC)c1ccccc1 (centres undefined)	0%	0.9%
O=C(Cc1nc2ccccc2[nH]c1=O)Nc1cccc(C(F)(F)F)c1	2%	-2.3%
O=C(COc1ccccc1Cl)Nc1cccc(NC(=O)c2cccc(Cl)c2)c1	2%	nt
CCOCCc1nnc(NC(=O)C(CC)c2ccccc2)s1 (centres undefined)	nt	1.0%
O=C(CCN1C(=O)/C(=C/c2ccc(Cl)cc2)SC1=S)Nc1cccc(O)c1	2%	-0.5%
COc1cccc(-c2cc(C(=O)Nc3cnn(Cc4ccccc4C)c3)no2)c1	-3%	3.5%
CCCCNC(=O)OC(C)CNC(=O)Oc1cccc(C)c1 (centres undefined)	7%	2.7%
SMILES	MKP-3 inhibition	Hsp70 inhibitors
CCOC(=O)CNC(=O)Nc1ccccc1C(=O)OC	-6%	nt
CCOC(=O)c1ccccc1OCc1cc(/C=N/n2cncn2)ccc1OC	-2%	3.5%
C=CCn1c(SCC(=O)c2ccccc2)nc(O)cc1=O	1%	-1.1%
CC(C)(C)c1ccc(S(=O)(=O)Nc2ccc(O)c(Cl)c2)cc1	-2%	-0.8%
O=C(Cc1cn2ccsc2n1)Nc1nc2c(s1)CCCC2	-15%	-1.2%
COC(=O)C1=C(C)NC(=S)NC1c1ccc(Cl)cc1 (centres undefined)	0%	-2.7%
COc1ccc2[nH]c(C)c(C(=O)CN3CCOCC3)c2c1	-4%	-0.2%
Cc1ccc(C)c(N2CCN(CCCNC(=O)Cn3cc4c(n3)CCCCC4)CC2)c1	-1%	-4.0%
COCCCNC(=O)C(=O)Nc1ccc(Cl)cc1	-4%	-1.3%
CC1(C)CC(Cc2ccccc2)(C(CO)CNCc2ccc(O)cc2)CCO1 (centres undefined)	7%	-0.1%
O=C(c1nn(Cc2ccccc2)c(=O)c2ccccc12)N1CCc2ccccc2C1	nt	-2.3%
COc1ccc(CCNc2nnc(C)c(=O)[nH]2)cc1OC	nt	11%
CCC(Cc1ccccc1)NC(=O)CSc1ccsc1[N+](=O)[O-] (centres undefined)	nt	0.4%
O=C(CCS(=O)(=O)Cc1ccccc1)NC1CCCCC1	3%	-3.0%
O=C(C(c1ccccc1)c1ccccc1)N1CCN(CC(O)COc2ccccc2)CC1 (centres undefined)	7%	6.7%
COc1ccc(C(OC(=O)c2ccco2)C(=O)NCC2CCCO2)cc1 (centres undefined)	-15%	0.4%
COc1ccc(C2c3sc(=O)[nH]c3SC3C4CCC(C4)C23)cc1 (centres undefined)	-4%	5.4%
Cn1ncc2c1ncn1nc(CCc3ccccc3)nc21	-5%	-4.6%
O=C1N/C(=N\N=C\c2ccccc2)S/C1=C\c1ccccc1	-3%	1.2%
Cc1cccc(OCC(=O)Nc2ccc3c(c2)-c2ccccc2C3)c1	1%	0.7%
